PGK inhibitor: blocks T. brucei phosphoglycerate kinase. hit rate 0.043% among 380,000. AID 602233. P07378. PGK/GAPDH coupled, Kinase-Glo luminescence, 60 min. Potency, µM (titrated, usually from 57.5 µM), for the others: at the top dose activity change, negative = inhibition, actives largely listed as inhibitors; also: potency is read from the fitted curve at half-maximal effect; % is scaled to controls: 0 for no effect and ±100 for the full control effect; nearly all actives have a fitted effect of over 60% in size
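Recombinant glycosomal PGK reaction used 1,3-bisphosphoglycerate generated in-well by GAPDH (100nM final) in 100mM TEA pH 7.6, 5mM MgCl2, 0.01% Tween-20. After 60 minutes at room temperature, ATP was read by Kinase-Glo Plus luminescence end-point.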
ERG Ets-DNA blk: ERG Ets/DNA interaction inhibition | Potency, µM (titrated, usually from 76.9 µM), inactives show at the highest dose FP activity, negative = inhibition, actives largely listed as inhibitors | AID 624246 | fluorescence polarization, His-ERG Ets domain / labelled DNA | P11308 | hit rate 0.028% among 370,000; active = well fitted inhibition curve with a large enough effect in the polarisation, with a control signal flat; inconclusive = small, poorly fitted or top-dose-only effect, or effect the other way, or a change in a side signal; inactive = no such curve, though single readings can be large or run the other way; the % refers to the polarisation;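 also: polarization taken with two DNA probes labelled with fluorescein and Texas red; potency is read from the fitted curve at half-maximal effect; % of control where 0% means no effect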
Target sequence (P11308 whole entry, looked up, the tested form may be a part): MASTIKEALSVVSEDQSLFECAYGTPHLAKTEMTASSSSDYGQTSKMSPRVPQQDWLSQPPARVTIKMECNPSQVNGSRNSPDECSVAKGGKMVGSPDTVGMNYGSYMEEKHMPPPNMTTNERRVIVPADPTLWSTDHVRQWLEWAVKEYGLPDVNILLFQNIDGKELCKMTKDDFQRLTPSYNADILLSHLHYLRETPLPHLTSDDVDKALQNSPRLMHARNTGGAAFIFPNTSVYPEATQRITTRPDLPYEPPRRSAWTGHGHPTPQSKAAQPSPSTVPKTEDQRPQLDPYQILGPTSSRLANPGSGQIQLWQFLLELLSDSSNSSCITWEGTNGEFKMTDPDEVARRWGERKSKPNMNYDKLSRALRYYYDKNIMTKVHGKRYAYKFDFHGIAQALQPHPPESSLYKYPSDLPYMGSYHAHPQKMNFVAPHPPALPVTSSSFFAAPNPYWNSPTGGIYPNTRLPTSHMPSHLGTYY
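His-tagged ERG Ets domain (1 uM in the protein solution; 300mM KCl, 50mM Tris-HCl, 1mM EDTA, 1mM DTT, pH 7.5) received compound, then a probe mix of 5 nM fluorescein-DNA and 100nM Texas-615-DNA. Fluorescence polarization was read for both dyes.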
G9a inh: G9a (human) methyltransferase inhibition; G9a H3K9 monomethylation, AlphaScreen, 2 h; Q96KQ7; Potency, µM (top dose mostly 102 µM), for inactives: at the highest dose activity, negative = inhibition, hits mostly inhibitors; AID 504332; hit rate 8.8% among 350,000; also: potency is read from the fitted curve at half-maximal effect; % is scaled to controls: 0 for no effect and ±100 for the full control effect; nearly all actives have a fitted effect of over 75% in size
Target sequence (Q96KQ7 913-1193 limits assumed): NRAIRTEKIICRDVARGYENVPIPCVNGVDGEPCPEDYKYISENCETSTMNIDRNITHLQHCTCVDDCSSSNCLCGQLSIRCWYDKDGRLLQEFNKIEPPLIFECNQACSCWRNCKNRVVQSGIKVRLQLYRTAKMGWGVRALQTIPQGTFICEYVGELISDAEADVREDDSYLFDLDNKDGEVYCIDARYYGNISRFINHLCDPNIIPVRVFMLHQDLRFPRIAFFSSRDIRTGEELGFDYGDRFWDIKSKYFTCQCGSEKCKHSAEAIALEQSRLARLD
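Enzyme 20 nM + cpd, 15 min RT; add b-H3K9 pep 500 nM / SAM 20 uM; 2 h RT; anti-H3K9me1 Ab 0.5 ug/mL + SA donor / anti-rabbit acceptor beads 20 ug/mL each, 10 min; AlphaScreen read.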
JMJD2A Tudor: JMJD2A Tudor domain (human) inhibition | AID 504339 | Potency, µM (series often up to 114 µM), for the others: top-dose activity change, negative = inhibition, actives largely listed as inhibitors | hit rate 4.4% among 390,000 | AlphaScreen JMJD2A-Tudor / H3K4me3 peptide binding | O75164; also: potency is read from the fitted curve at half-maximal effect; % is scaled to controls: 0 for no effect and ±100 for the full control effect; nearly all actives have a fitted effect of over 50% in size
GLS inhibitor: blocks human kidney-isoform glutaminase activity. Potency, µM (top dose mostly 45.5 µM), for the others: top-dose activity change, negative = inhibition, most hits filed as inhibitors. hit rate 0.21% among 410,000. GLS enzymatic activity, qHTS titration; also: potency is read from the fitted curve at half-maximal effect; % is scaled to controls: 0 for no effect and ±100 for the full control effect
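hKGA in 45 mM KH2PO4 (pH 8.2), 0.02% Tween-20 with compound, then 1mM L-Glutamine (stock as added) plus glutamate oxidase/HRP/Amplex red coupling mix. Fluorescence read initially and after 30 min at RT; signal change reflects glutamate formation.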
PI4K2A inh: PI4K2A (human) kinase inhibition; purified PI4K2A, ADP-Glo luminescence, 1 h; stronger effect = lower value; hit rate 0.13% among 420,000; Q9BTU6; activity change, negative = inhibition, % at 76.9 µM; in the data active = activity change below about -50%; inconclusive = mostly about -30% to -49%;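 also: -100% = wells without enzyme as full effect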
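Compounds are screened against recombinant PI4K2A using PI as substrate and ATP, the latter dispensed at 300 microM. Reactions run one hour at ambient temperature before ADP-Glo detection; full inhibition defined by wells lacking enzyme.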
BAZ2B block: inhibitors of human BAZ2B bromodomain | Q9UIF8 | AlphaScreen BAZ2B-H3K14Ac peptide displacement | Potency, µM (top dose mostly 114 µM), for inactives: top-dose activity change, negative = inhibition, most hits filed as inhibitors | hit rate 4.4% among 360,000 | AID 504333; also: potency is read from the fitted curve at half-maximal effect; % is scaled to controls: 0 for no effect and ±100 for the full control effect; nearly all actives have a fitted effect of over 60% in size
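BAZ2B 50 nM plus b-H3(5-23)K14Ac 50 nM, PBS pH 7.4/0.01% Tween-20, 30 min RT; compound added (max 110 uM), 30 min RT; streptavidin donor/Ni-chelate acceptor beads 10 ug/mL final, 20 min dark; AlphaScreen read.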
Pin1 inhibitor: blocks the human prolyl isomerase Pin1; AID 504891; Q13526; Pin1 FP peptide displacement, HiFluor488, 10 min; hit rate 0.009% among 390,000; Potency, µM (titrated, usually from 115 µM), without a hit: at the highest dose activity, negative = inhibition, hits mostly inhibitors; active = well fitted inhibition curve with a large enough effect in the polarisation, with a control signal flat, not every such curve was filed as active; inconclusive = small, poorly fitted or top-dose-only effect, or effect the other way, or a change in a side signal; inactive = no such curve, though single readings can be large or run the other way; the % refers to the polarisation; also: potency is read from the fitted curve at half-maximal effect; % is scaled to controls: 0 for no effect and ±100 for the full control effect
HP1b chromo inh: inhibitors of HP1-beta chromodomain binding to methylated histone tails; P83916; AlphaScreen HP1-beta / biotin-H3K9me3 peptide binding; Potency, µM (doses to about 114 µM), without a hit: at the top dose activity change, negative = inhibition, actives largely listed as inhibitors; hit rate 0.56% among 390,000; also: potency is read from the fitted curve at half-maximal effect; nearly all actives have a fitted effect of over 70% in size; inactives centre near 23
Target sequence (P83916 whole entry, looked up): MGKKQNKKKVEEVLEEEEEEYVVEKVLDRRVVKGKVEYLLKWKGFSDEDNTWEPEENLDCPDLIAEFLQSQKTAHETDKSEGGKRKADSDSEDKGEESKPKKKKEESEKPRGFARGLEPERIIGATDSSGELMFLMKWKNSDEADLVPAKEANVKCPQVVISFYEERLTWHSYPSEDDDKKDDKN
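HP1-beta protein (50 nM final) preincubated 30 min at room temperature with biotinylated H3(1-18)K9me3 peptide (50 nM) in PBS pH 7.4, 0.01% Tween-20, then compound added for 30 min. AlphaScreen streptavidin donor/nickel chelate acceptor beads (10 ug/mL final), 30 min dark, luminescence read.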
* = called active by the depositor; i = inactive; ? = inconclusive; nt = no result given; [ ] = dose if it differs, or a comment. Unless noted, calls follow the shape of the dose curve; as a rule, active = well fitted curve in the direction sought with a large enough effect; inconclusive = small, poorly fitted or top-dose-only effect, or another doubt; inactive = no such curve, though single readings can be large; an effect the other way counts as inactive or inconclusive. Outcome played no part in choosing rows; about 11% have a hit in one of these screens.

SMILES	PGK inhibitor	ERG Ets-DNA blk	G9a inh	JMJD2A Tudor	GLS inhibitor	PI4K2A inh	BAZ2B block	Pin1 inhibitor	HP1b chromo inh
COc1ccc(CNC(=O)CCS(=O)(=O)c2ccc(Br)cc2)cc1	?	-1%	45µM*	?	-20%	0	50µM*	-1%	?
O=C(CC(CC(=O)c1ccccc1)c1ccccn1)c1ccccc1	5%	5%	nt	17%	2%	4	nt	?	20%[57 µM]
O=C(CCNS(=O)(=O)c1cccc2nsnc12)NCc1cccs1	-6%	-1%	-1%[59 µM]	-14%	0%	-7	11%	1%	14%
Cc1ccc2c(Cl)c(C(=O)N/N=C/c3cccn3C)sc2c1	2%	-4%	26%[59 µM]	7%	9%	-4	3%	-2%	40%[activator]
O=C1C(c2ccc(F)cc2)N(CC2COc3ccccc3O2)C(=O)CN1C1CCCCC1 (stereo unspecified)	-4%	-19%	-10%	-7%	-17%	0	-9%	0%	-1%
CC/C(C)=N/Oc1nc(C)cc(C)n1	-6%	-16%	nt	-9%	9%	-6	15%	0%	52%[activator]
COc1cc(C(F)(F)F)c(C(=O)NCc2cccc(Cl)c2)cn1	13%	-13%	79µM*	10%	-11%	-6	4%	-1%	46%[activator]
Cc1cc(C)n2nc(Sc3ncccc3[N+](=O)[O-])nc2n1	-11%	-7%	29%[59 µM]	2%	-11%	2	-3%	-19%	36%
CCOCCCNC(=O)C(NC(=O)c1ccc(NC(C)=O)cc1)c1ccc(C)cc1 (stereo unspecified)	-14%	13%	-1%[59 µM]	-7%	-9%	-7	-3%	3%	31%
COc1ccc(CCNC(=O)Cn2c([N+](=O)[O-])cnc2C)cc1OC	-11%	-4%	10%	-11%	-5%	1	5%	0%	23%
CCOc1ccc(NC(=O)Nc2cccnc2)cc1	-4%	-1%	8%	-3%	0%	-4	0%	4%	35%
Cc1onc(-c2c(Cl)cccc2Cl)c1C(=O)N1CCSCC1	-1%	3%	-1%	-21%	0%	-16	-29%	0%	-17%
Cc1ccc(-c2nc3ncccc3o2)cc1NC(=O)c1ccccc1Br	-6%	-3%	-1%[59 µM]	-5%	-1%	5	4%	19%	43%
CC1CCN(c2nc(CN3CCCCC3)nc3scc(-c4ccccc4)c23)CC1	-9%	-1%	-17%[59 µM]	?	9%	-1	?	-8%	?
CCOC(=O)c1[nH]c(C)c(CCC(=O)Nc2cccc(C(F)(F)F)c2)c1C	-3%	0%	-2%[59 µM]	-23%	-14%	-3	0%	5%	16%[57 µM]
CCn1cc([N+](=O)[O-])c(C(=O)Nc2cc(C)on2)n1	-3%	5%	8%[59 µM]	3%	-10%	2	2%	13%	23%
Cc1ccc2c([N+](=O)[O-])cccc2n1	-2%	-14%	?	-14%	-1%	5	-32%	3%	11%
COc1ccc(Cc2nc3ccc(C(=O)N(C)CCn4ccnc4)cc3o2)cc1OC	i	-4%	55%[activator][59 µM]	-4%	-6%	6	-4%	7%	29%
O=C(CSc1ncn[nH]1)Nc1nc(-c2cccc([N+](=O)[O-])c2)cs1	-2%	2%	?	-18%[11.4 µM]	12%	1	-17%	-1%	38%
CCOc1ccccc1/C=N/NC(=O)c1c(C)nc2ccc(Br)cn12	-6%	15%	20%	-7%	-5%	-2	1%	2%	42%[activator]
N#C/C(=N\Nc1cccc(C(F)(F)F)c1)C(=O)c1ccsc1	-6%	-8%	40µM*	50µM*	7%	-5	40µM*	-1%	-20%
CCc1ccc(S(=O)(=O)c2nnn3c2nc(Nc2cccc(C)c2C)c2sccc23)cc1	3%	8%	3%[59 µM]	-11%	7%	-2	-9%	10%	32%
C(=C/c1ccnc2nc(SC/C=C/c3ccccc3)nn12)/c1ccccc1	-9%	-8%	4%	?	3%	0	4%	14%	22%
COc1cccc2sc3ccc(C#CC4(N)CCCCC4)cc3c(=O)c12	i	-11%	nt	-29%	-12%	-5	-13%	9%	36%
CC(C)c1ccc(C(CC(=O)O)NC(=O)c2cccs2)cc1 (stereo unspecified)	i	-3%	10%	7%	0%	2	-3%	0%	54%[activator]
COc1cc2c(cc1OC)C(c1ccc(Cl)cc1)CC(=O)N2 (stereo unspecified)	0%	-2%	nt	?	1%	2	-38%	2%	4%
Cc1ccc(C(=O)O)cc1S(=O)(=O)N1CCCC1	i	3%	-9%	-5%[57.1 µM]	0%	0	0%	-3%	49%[activator]
CC(SCc1ccccc1)C(=O)N/N=C/c1ccc2c(c1)OCO2 (stereo unspecified)	-7%	-7%	-10%[59 µM]	-8%	6%	1	-5%	4%	6%
CCCNC(=O)c1cccc(Cn2nc(C)c(Br)c2C)c1	-1%	-8%	5%[2.33 µM]	-19%	-5%	2	7%	0%	-10%
CCN1CCN(CC(=O)Nc2cc(S(=O)(=O)N(CC)c3ccccc3)ccc2Cl)CC1	8%	-3%	nt	-14%	-1%	1	nt	2%	4%
CCCC1(CCC)NC(=O)N(CC(=O)c2cc(C)n(-c3ccc4c(c3)OCO4)c2C)C1=O	-1%	-7%	18%[59 µM]	-17%	1%	2	-32%	13%	-10%
Cc1ccc2c(c1)nnn2C1CCN(CC(=O)NCc2ccccc2F)CC1	0%	29%	nt	-4%	5%	4	-7%	1%	19%
Cc1nc2sc(C(c3ccc(Cl)cc3)N3CCN(C(=O)c4ccco4)CC3)c(O)n2n1 (stereo unspecified)	-10%	2%	-42%	-7%	9%	26	-4%	-6%	21%
Cc1cccc(N2CCN(C(=O)c3cnn(-c4ccccc4)c3C3CCN(C(=O)OC(C)(C)C)CC3)CC2)c1C	-2%	-2%	-45%[59 µM]	?	-10%	1	-18%[57.1 µM]	-1%	-11%
CC(=O)Oc1ccc2c3c(c(=O)oc2c1)CCCC3	7%	3%	6%[0.501 µM]	3%	2%	-1	-2%	41%[activator]	29%
CCOC(=O)CC(NC(=O)c1cccc2c1C(=O)N(Cc1cccnc1)C2)c1ccc(OCC)c(OC)c1 (stereo unspecified)	i	16%	?	-7%	-18%	3	6%	-1%	33%
COc1cc(C(=O)NCC(C)C)c([N+](=O)[O-])cc1OC	-7%	-15%	10%[59 µM]	3%	-3%	8	-3%	-11%	24%
COc1ccccc1OCC(=O)N1CCN(S(=O)(=O)c2ccc(Cl)cc2)CC1	14%	7%	45µM*	3%	1%	-2	9%	-1%	25%
CN(Cc1ccccc1F)C(=O)c1cccc(NC(=O)CC2SC(N3CCCCC3)=NC2=O)c1 (stereo unspecified)	-5%	39%[activator]	nt	-15%	15%	-1	nt	-4%	14%
CCOC(=O)CCCNC(=O)CSc1nc2ccc(OCC)cc2[nH]1	i	17%	-8%[0.0925 µM]	-20%	-1%	-1	3%	-4%	27%
CC(NS(=O)(=O)c1ccc(Br)cc1)C(=O)Nc1nc2ccccc2[nH]1 (stereo unspecified)	-10%	-4%	21%[59 µM]	3%	0%	9	6%	-2%	19%[57 µM]
Cc1ccc(-c2cc(C(=O)Oc3ccccc3)c3cc(C)ccc3n2)cc1	i	2%	-3%[59 µM]	19%	-4%	-2	-1%	24%	71%[activator]
C[C@@H]1CC[C@]2(O[C@H](CCO)C[C@H](O)[C@H]2O)O1	1%	0%	nt	-8%	1%	1	nt	?	29%
O=C(c1ccco1)c1cn(CC(=O)N2CCCc3ccccc32)c2ccccc12	-1%	-5%	-46%[12.7 µM]	-26%	5%	3	-6%	0%	2%
CCn1c(COc2ccccc2C)nnc1SCC(=O)CC(=O)Nc1ccccc1OC	i	8%	4%[59 µM]	?	-9%	-1	-32%	?	-5%
CCNS(=O)(=O)c1ccc(NC(=O)c2ccc(Cn3cc([N+](=O)[O-])cn3)o2)cc1	1%	7%	50µM*	-10%	14%	1	16%	3%	1%
CC(C)C(=O)Nc1ccccc1Cc1ccccc1	-1%	6%	16%[12.7 µM]	3%	-23%	4	0%	2%	44%[activator]
Cc1ccccc1N1C(=O)Cc2ccccc2C1=O	-5%	20%	2%	-24%	10%	-1	22%	-8%	-15%
CCOC(=O)c1cnc2c(C#N)c(C)nn2c1C	-5%	-6%	3%[59 µM]	-12%	7%	5	3%	-5%	12%
C=CCn1c(SCC(N)=O)nnc1-c1cc2c(s1)CCC(CC)C2 (stereo unspecified)	-10%	-19%	-7%	-7%	-13%	3	13%	0%	24%
O=C(CNC(=O)c1ccccc1F)NCCN1C(=O)S/C(=C\c2ccccc2Cl)C1=O	-3%	15%	-9%	-12%	-3%	-1	-15%	-7%	17%
N#CCN1CCC2(O)CCCCC2C1c1ccc2c(c1)OCO2 (stereo unspecified)	-4%	-2%	10%	-7%	0%	-5	-3%	-4%	3%
CC(=O)Nc1ccc(C(=O)Nc2nc(-c3cc(C)n(Cc4ccccc4)c3C)cs2)cc1	-4%	10%	1%[59 µM]	?	1%	-5	?	28%	-5%
Cc1cc(NC(=O)c2ccoc2C)ccc1Br	-20%	-5%	36%[12.7 µM]	-7%	4%	-20	9%	-3%	20%
NC(=O)C1CCN(C(=O)CSCc2ccccc2Cl)CC1	-4%	-12%	-1%[2.33 µM]	-8%	9%	0	-8%	-5%	27%
CCOC(=O)[C@H]1[C@H]2COc3ccc(Cl)cc3[C@@H]2N2C(=O)[C@@H](C)NC(=O)[C@@]12C	-5%	-7%	nt	-4%	6%	-2	nt	-3%	36%
